Screening data from PubChem.
ER stress surv: protection against thapsigargin ER stress killing – CSM14.1 cells, ATP luminescence, primary screen; CSM14.1 thapsigargin ER stress survival; relative survival (cellular ATP), % at 15 µg/mL (by protocol); 48,000 tested, 0.33% active; AID 1010, 2008;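 active = survival measured by cellular ATP above 50% at 15 µg/ml in the first screen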;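 also: cell death triggered by about 15 µM thapsigargin; ATP read 24 h after thapsigargin was added; plate controls were thapsigargin with DMSO for no effect and DMSO without thapsigargin for full effect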
* hit, by the source's call.

structure | ER stress surv
CN(C)/C=C1\C(=O)N/C(=C/c2ccc(Br)cc2)C1=O | -0.4
O=C(Nc1cccnc1)c1cccc(S(=O)(=O)N2CCCCC2)c1 | 13.0
COC(=O)C1C(O)=C(C(C)=NC(C)C)C(=O)CC1(C)C (stereo unspecified) | 9.8
Cc1ccc(S(=O)(=O)c2ccc(Sc3ccc(Cl)cc3)cc2)cc1 | 5.4
Cn1c2c(c(=O)n(C)c1=O)C(c1ccc(OC(=O)/C=C/c3ccc([N+](=O)[O-])cc3)cc1)C1=C(N2)c2ccccc2C1=O (stereo unspecified) | -3.6
Cc1oc2c(CN3CCC(C)CC3)c(O)ccc2c(=O)c1-c1nc2ccccc2s1 | 3.3
O=C1CC(c2ccccc2)CC2=C1C(c1cccc3ccccc13)Nc1ccccc1N2 (stereo unspecified) | -1.5
Cc1ccc(NC(=O)C2COc3ccccc3O2)c(Br)c1 (stereo unspecified) | -1.2
Cc1ccccc1C(=O)Nc1cccc(Cl)c1 | 7.8
CC1=C(C(=O)OCCc2ccccc2)C(c2ccccc2[N+](=O)[O-])CC(=O)N1 (stereo unspecified) | -6.3
CCOC(=O)C1=C(C)N=c2s/c(=C\c3ccc4c(c3)OCO4)c(=O)n2C1c1ccc(C)cc1 (stereo unspecified) | 10.4
Cc1cccc(N2C(=O)S/C(=C/c3ccc(N(C)C)cc3)C2=O)c1 | -0.5
Cc1ccc(-n2nc3cc(C)c(NC(=O)c4cccc(C)c4)cc3n2)cc1 | 1.0
N#CSC(C#N)Cc1cccc([N+](=O)[O-])c1 (stereo unspecified) | 2.0
O=C(CCc1n[nH]c(=O)[nH]c1=O)N/N=C/c1ccc([N+](=O)[O-])cc1 | 9.4

(next part)
structure | ER stress surv
C#CCOc1ccc(/C=C2\C(=O)NC(=O)N(c3ccc(C)cc3)C2=O)cc1 | -0.9
Cc1[nH]n(-c2ccccc2)c(=O)c1/C=N/NCc1ccccc1 | 10.3
Cc1cccc(C)c1OCCCN1CCC(C)CC1 | -5.2
Cc1ccc(C)c(N2CC(C(=O)Nc3ccc(Br)cc3)CC2=O)c1 (stereo unspecified) | 0.3
CC(C)(C)c1nc2sc3c(c2c(=O)[nH]1)CCCC3 | -3.3
CCOc1ccccc1N1CCN(C(=O)c2cccc(Cl)c2)CC1 | 10.7
COc1cc(/C=C2/SC(NC(C)=O)=NC2=O)cc(OC)c1OC | 12.8
O=C(O)C1C2CCC(C2)C1C(=O)Nc1nccs1 (stereo unspecified) | 2.2
COc1ccc(/C=C/C(=O)C(C)(C)OC(C)=O)cc1 | -24.2
CCC(CO)Nc1cc(N2CCOCC2)ccc1[N+](=O)[O-] (stereo unspecified) | 4.7
CCOC(=O)c1c(NC(=O)c2ccccc2F)sc2c1CCCC2=O | 4.2
O=C(Nc1ccc(Br)cc1Br)c1ccccc1F | 0.3
Cc1ccc(C)c(NC(=O)Cc2ccc(Br)cc2)c1 | 11.4
O=C(/C=C/c1ccc(F)cc1)NCc1ccccn1 | 2.9
CCCCN1C(=O)/C(=C\c2ccc(Cl)cc2Cl)SC1=S | 3.9

(listing goes on)
structure | ER stress surv
CC(=O)c1cccc(Nc2nc(-c3cccs3)cs2)c1 | 1.0
COc1ccccc1/C=C/C=N/NC(=O)c1cc(C)[nH]n1 | 7.3
Cc1ccc(C(=O)NC(NC(=S)Nc2ccccc2Br)C(Cl)(Cl)Cl)cc1 (stereo unspecified) | 6.1
Cc1ccc(/C=N/NC(=O)c2ccco2)o1 | 2.2
CCOc1ccc(-c2cc(C(=O)O)c3ccccc3n2)c(OCC)c1 | -0.5
Cc1ccc2[nH]c3nc(C)cc(C)c3c(=O)c2c1 | 6.2
Cc1cccc(OCC(=O)Nc2cccc(C(=O)NCC(C)C)c2)c1 | 4.3
COc1cccc(N2C(=O)NC(=O)/C(=C/c3c(OC)ccc4ccccc34)C2=O)c1 | 0.9
O=C(O)CCCCCN1C(=O)C(=O)/C(=C(/O)c2ccc(Cl)cc2)C1c1ccccc1F (stereo unspecified) | -2.5
COc1ccc(/C(O)=C2/C(=O)C(=O)N(CCCCCC(=O)O)C2c2cccc(F)c2)cc1 (stereo unspecified) | 10.5
COc1ccccc1N=Nc1c(O)[nH]c(=O)[nH]c1=O | 1.3
COc1ccc(/C(O)=C2/C(=O)C(=O)N(CCCCCC(=O)O)C2c2ccc(F)cc2)cc1 (stereo unspecified) | -3.6
Cc1cc(Cl)ccc1NC(=O)C(N)=O | 4.6
O=C(/C=C/c1ccccc1)NC(=S)Nc1cc([N+](=O)[O-])cc(Cl)c1O | -1.0
CCOC(=O)c1c(Nc2ccccc2)sc(C=NCc2ccc(Cl)cc2)c1O | 0.5

Other results follow.
structure | ER stress surv
O=C(NC(c1ccccc1)C(Cl)Cl)c1ccccc1 (stereo unspecified) | 8.0
O=S(=O)(c1ccc(Br)c2ccccc12)N1CCN(Cc2ccccc2)CC1 | 6.0
COc1ccc(NC(=O)COc2ccc(Cl)cc2Cl)c([N+](=O)[O-])c1 | 3.3
NC(=O)c1cc2nc(-c3cccs3)cc(C(F)(F)F)n2n1 | 1.7
CCOC(=O)c1ccc(-n2c(-c3ccccc3)nc3ccccc3c2=O)cc1 | -3.2
O=c1[nH]c(/C=C/c2ccc(N3CCOCC3)cc2)nc(O)c1[N+](=O)[O-] | 6.8
Cc1ccc(C=C2C(=O)NC(=O)N(c3cccc(Cl)c3)C2=O)s1 | 2.0
O=C1c2ccccc2C(=O)N1c1ncc(Cc2cc(Cl)ccc2Cl)s1 | 8.7
O=C(Nc1ccccc1C#Cc1ccccc1)c1ccco1 | 27.7
CC(=O)Nc1c(C)ccc2c1C(C)CC21CCCC1 (stereo unspecified) | -2.7
Cc1ccc(N2C(=O)NC(=O)/C(=C\c3cccs3)C2=O)cc1C | 46.1
Cc1cc(C(=O)Nc2ccc(N3CCOCC3)cc2)ccc1[N+](=O)[O-] | 7.1
COc1cc(/C=C/c2nc3ccccc3c(=O)[nH]2)ccc1O | -0.7
CCn1c(SCC(=O)OC)nc2sc3c(c2c1=O)CCC3 | 8.7
COC(=O)C1=C(C)NC(=O)/C1=C\c1ccc(OC)cc1 | 5.6

(cont.)
structure | ER stress surv
CN1CCN(CCOCCOc2cccc3ccccc23)CC1 | -2.5
COc1ccc(N(CC(=O)Nc2cc(C)cc(C)c2)S(C)(=O)=O)cc1Cl | 6.9
CCc1ccc(-c2cc(C(=O)O)c3cc(Br)ccc3n2)s1 | -4.4
Cc1cc(C)nc(SCC(=O)N2c3ccccc3CCc3ccccc32)n1 | -7.5
CCOC(=O)C1=C(O)/C(=C/c2cccc([N+](=O)[O-])c2)N=C1C | 3.3
CCOc1cc(/C=C2\SC(N3CCC(C)CC3)=NC2=O)ccc1O | 2.3
O=C1C(=O)N(c2ncc(S(=O)(=O)c3ccc([N+](=O)[O-])cc3)s2)C(c2ccc(F)cc2)/C1=C(\O)c1ccc(Cl)cc1 (stereo unspecified) | 0.1
C=CCN1C(=O)/C(=C\c2cccc(Cl)c2)C(=O)NC1=S | 0.3
O=C(O)CCC(=O)NCC1(c2ccccc2)CCOCC1 | -5.5
COc1ccc(C(=O)Nc2nc3ccccc3s2)c(OC)c1 | -5.9
O=C(NN=C1CCC(c2ccccc2)CC1)c1ccccc1I (stereo unspecified) | 9.8
CCOC(=O)Oc1ccc2c(=O)c(Oc3ccc(C(C)(C)C)cc3)coc2c1 | 3.6
COc1ccc(OC)c(NC(=O)COc2ccc(Br)cc2C)c1 | 13.2
CC1=CC2(C#N)C3(N=C(N)C2(C#N)C(c2ccccc2)N1)OCCO3 (stereo unspecified) | 6.3
COc1ccc(C2=C/C(=C/c3ccc(I)o3)C(=O)O2)cc1 | 1.1

Structural class: those above containing an NH in an aromatic ring
structure | ER stress surv
O=C(CCc1n[nH]c(=O)[nH]c1=O)N/N=C/c1ccc([N+](=O)[O-])cc1 | 9.4
Cc1[nH]n(-c2ccccc2)c(=O)c1/C=N/NCc1ccccc1 | 10.3
CC(C)(C)c1nc2sc3c(c2c(=O)[nH]1)CCCC3 | -3.3
COc1ccccc1/C=C/C=N/NC(=O)c1cc(C)[nH]n1 | 7.3
Cc1ccc2[nH]c3nc(C)cc(C)c3c(=O)c2c1 | 6.2
COc1ccccc1N=Nc1c(O)[nH]c(=O)[nH]c1=O | 1.3
O=c1[nH]c(/C=C/c2ccc(N3CCOCC3)cc2)nc(O)c1[N+](=O)[O-] | 6.8
COc1cc(/C=C/c2nc3ccccc3c(=O)[nH]2)ccc1O | -0.7

The list goes on:
structure | ER stress surv
COc1ccc(-c2csc(NC(=O)c3ccccc3OC)c2C(=O)O)cc1 | -2.2
O=C(Nc1ccc(-c2nc3ccccc3[nH]2)cc1)c1ccc(Cl)c(Cl)c1 | -2.1
COC(=O)c1ccc(C(=O)OC)c(NC(=O)COc2ccc(C)cc2C(C)(C)C)c1 | -2.7
CCC(=O)Nc1ccc(NC(=O)c2cc3ccccc3o2)cc1 | 1.2
COc1cc(/C=C2/SC(=S)N(c3ccccc3)C2=O)ccc1OS(=O)(=O)c1ccc(C)cc1 | 10.3
C/C(=N\NC(=O)CN(c1cc(C)ccc1C)S(=O)(=O)c1ccccc1)c1cccs1 | 5.6
O=C1CCC(=O)N1Cc1ccc(Cl)cc1 | 9.7
COc1cc(OC)c(C2SCCN2S(=O)(=O)c2ccc3cccc4c3c2CC4)cc1OC (stereo unspecified) | 9.2
CC(NC(=O)c1ccc(C(=O)O)cc1C(=O)O)c1ccccc1 (stereo unspecified) | 14.1
O=S(=O)(CCc1nc2ccccc2[nH]1)c1ccc(Cl)cc1 | 0.3
CN(C)/C=N/c1sc2c(c1C#N)CCCC2 | 5.3
Cc1ccc(NC(=O)CSc2nc3ccc(N)cc3s2)cc1Cl | 5.5
O=C(O)c1cc2ccccc2c([N+](=O)[O-])c1O | 3.0
CCCCOc1ccc(NC2=NC3(CCCCC3)N=C(N)N2)cc1 | -6.0
CCOc1ccc(N(CC(=O)Nc2cccc3cccnc23)S(=O)(=O)c2ccccc2)cc1 | 6.4

(cont.)
structure | ER stress surv
Cc1ccc(C)c(NC(=O)CCCCCCCCCCC2CCCO2)c1 (stereo unspecified) | -0.4
O=C(CN1C(=O)c2cccc3cccc(c23)C1=O)N1CCCC1 | 2.7
C/C(=N/n1cnnc1)c1ccc(NS(=O)(=O)c2ccc(Br)cc2)cc1 | 0.4
COc1ccc(C(NC=O)c2ccc(OC)c(OC)c2)cc1 (stereo unspecified) | 3.9
CCN1C(=O)/C(=C\c2ccc(-c3ccc(I)cc3)o2)SC1=S | 14.6
COCCNC(=O)CC12CC3CC(C1)CC(CC(=O)NCCOC)(C3)C2 | 5.9
Cc1onc(-c2c(Cl)cccc2Cl)c1C(=O)NCCc1ccccc1 | -0.6
Cc1[nH]nc2c1C(C1CC=CCC1)C(C#N)=C(N)O2 (stereo unspecified) | -0.5
CCOC(=O)c1c(C)oc2cc(Br)c(OC(C)C(=O)OCC)cc12 (stereo unspecified) | 2.0
CCOC(=O)c1c(-c2ccccc2)oc2ccc(O)c(CN3CCCC(C)C3)c12 (stereo unspecified) | 4.9
C/C(=N\NC(=O)c1cc(C(C)(C)C)[nH]n1)c1cccc([N+](=O)[O-])c1 | 8.2
COc1cccc(OCCCNC(C)(C)C)c1 | 0.2
Oc1ccc2ccccc2c1C=Nc1ccc2oc(-c3ccccc3Br)nc2c1 | -2.8
O=C1c2ccccc2NC(c2ccco2)N1O (stereo unspecified) | -1.5
COc1ccc(NC(=O)CCOc2ccccc2)c(OC)c1 | 5.8

Quoted at random: 2 entries already listed.
structure | ER stress surv
Cc1ccc(C)c(NC(=O)CCCCCCCCCCC2CCCO2)c1 (stereo unspecified) | -0.4
Cc1[nH]nc2c1C(C1CC=CCC1)C(C#N)=C(N)O2 (stereo unspecified) | -0.5

Continuation:
structure | ER stress surv
COc1cccc(-n2c(O)c(C=NCc3ccccc3F)c(=O)[nH]c2=O)c1 | 10.8
Cc1cccc(NC(=O)c2ccccc2[N+](=O)[O-])c1 | 0.5
Cc1ccc(OCCNC(=O)c2cccc3ccccc23)cc1 | 8.1
CC1=Nc2ccccc2/C1=C/c1c(O)n(-c2ccc(Cl)cc2)c(=O)[nH]c1=O | -2.7
C=C(C)Cn1c(=S)[nH]c2sc3c(c2c1=O)CC(C)(CC)OC3 (stereo unspecified) | 8.4
O=C(NCCN1CCc2ccccc21)c1cccs1 | -1.5
CC1=C(C(=O)Nc2ccccc2)C(c2ccc(N(C)C)cc2)NC(=S)N1 (stereo unspecified) | -0.7
Cc1nc2cc(-c3ccccc3Cl)[nH]n2c(=O)c1C | -0.4
COc1ccc(/C=N/NC(=O)C2CC(=O)N(c3ccc(Cl)cc3)C2)cc1 (stereo unspecified) | -3.0
C/C(=N\NC(=O)c1cc(C)[nH]n1)c1ccc(Br)cc1 | 3.3
O=C1C=C(NCc2ccncc2)CC(c2ccccc2)C1 (stereo unspecified) | -3.5
CC(=O)NC1=NC(=O)/C(=C\c2ccc3c(c2)OCO3)S1 | 6.6
COc1ccc(NC(=O)CN(c2ccc(Oc3ccccc3)cc2)S(C)(=O)=O)cc1OC | 3.0
COc1ccccc1C(=O)N/N=C/c1ccc(N2Cc3cc(C)c(C)cc3C2)cc1 | -4.0
Cc1ccc(/C=C2\C(=O)NC(=S)N(c3ccc(C)cc3)C2=O)cc1 | 5.8

(cont.)
structure | ER stress surv
CCOc1ccc(/C=C2\SC(=S)N(CCC(=O)Nc3cccnc3)C2=O)cc1 | 0.2
COc1ccccc1-c1nnc(NC(=O)Nc2ccc(Cl)c(Cl)c2)s1 | 10.1
CCc1cc2c(C)c(CC)c(=O)oc2cc1OC | 2.9
COc1ccc(CNc2cccc(C)c2)cc1Br | 2.3
COc1ccc(-c2nnc(NC(=O)c3ccccc3C)s2)cc1OC | 7.4
COc1ccc(NCN2C(=O)S/C(=C/c3ccc(SC)cc3)C2=O)cc1 | 3.8
O=C(NCCc1cccc(C(F)(F)F)c1)C(=O)Nc1ccccc1 | 4.5

The list is partial; count on the stated rates, not on these rows.
